PAFAH2 FP inh: inhibitors of human PAFAH2 | Q99487 | recombinant PAFAH2, FP-rhodamine activity probe, fluorescence polarization | inhibition, % at 3.39 µM | 340,000 tested, 0.99% active | AID 492956;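 active = inhibition above the mean over all tested compounds plus 3 SD, cut at about 30% in these data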;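 note: inhibitors block probe labeling of enzyme so polarization drops; 0% = enzyme with DMSO and 100% = wells lacking PAFAH2 protein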
GSTO1 inh: blocks human GSTO1 in RBBP9 counter-screen | recombinant GSTO1, activity-based probe fluorescence polarization | AID 1974 | 300,000 tested, 1.1% active | inhibition, % at 5.96 µM | P78417;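 active = inhibition above the campaign mean inhibition plus 3 SD, cut at about 35% in these data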;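 note: 0% = GSTO1-1 with DMSO and 100% = wells lacking GSTO1-1 enzyme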
Target sequence (P78417 whole entry, looked up): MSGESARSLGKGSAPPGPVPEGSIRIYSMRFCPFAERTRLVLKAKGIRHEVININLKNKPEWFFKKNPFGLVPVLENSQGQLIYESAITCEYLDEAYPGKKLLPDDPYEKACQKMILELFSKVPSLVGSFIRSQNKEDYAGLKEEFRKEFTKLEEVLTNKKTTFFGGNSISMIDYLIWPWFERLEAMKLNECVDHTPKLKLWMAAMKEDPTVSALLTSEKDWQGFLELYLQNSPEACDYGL
pPAFAH inh: pPAFAH (human) enzyme inhibition; recombinant pPAFAH, FP-rhodamine probe fluorescence polarization; Q13093; inhibition, % at 3.39 µM; 330,000 tested, 1.5% active;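 active = inhibition above the mean inhibition across the screen plus 3 SD, cut at about 25% in these data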;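 note: inhibitors block binding of the rhodamine activity-based probe so polarization drops; 0% = enzyme with DMSO and 100% = wells lacking pPAFAH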
Target sequence (Q13093 whole entry, looked up): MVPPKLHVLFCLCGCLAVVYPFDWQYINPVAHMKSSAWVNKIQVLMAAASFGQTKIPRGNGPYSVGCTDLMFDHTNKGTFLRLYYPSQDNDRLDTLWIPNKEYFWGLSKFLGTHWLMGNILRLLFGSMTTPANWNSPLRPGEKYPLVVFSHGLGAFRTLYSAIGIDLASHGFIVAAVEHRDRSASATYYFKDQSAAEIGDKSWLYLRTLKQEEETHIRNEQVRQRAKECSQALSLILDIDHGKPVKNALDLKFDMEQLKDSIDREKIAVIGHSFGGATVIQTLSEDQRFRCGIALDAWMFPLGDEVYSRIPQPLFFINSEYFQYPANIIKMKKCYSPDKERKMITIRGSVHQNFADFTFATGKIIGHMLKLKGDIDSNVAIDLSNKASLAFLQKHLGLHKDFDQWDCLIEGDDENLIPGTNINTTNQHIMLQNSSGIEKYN
PAFAH1B2 FP inh: blocks human PAF acetylhydrolase 1b catalytic subunit 2; P68402; recombinant PAFAH1B2, FP-rhodamine activity probe, fluorescence polarization; inhibition, % at 3.39 µM; 340,000 tested, 1.2% active; AID 492953;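 active = inhibition above the mean of all tested compounds plus 3 SD, cut at about 24% in these data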;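 note: 0% = enzyme with DMSO and 100% = wells lacking PAFAH1B2; many of its hits are not listed in these tables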
LYPLA2 inh: LYPLA2 (human) inhibition in PME1 counter-screen. O95372. recombinant LYPLA2, FP-Rh probe fluorescence polarization. inhibition, % at 5.9 µM. 320,000 tested, 0.38% active;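 active = inhibition above the screen-wide mean plus 3 SD, limit set per campaign, cut at about 26% in these data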;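 note: 0% = LYPLA2 with DMSO and 100% = wells lacking LYPLA2 enzyme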
PAD4 FP inh: blocks human protein arginine deiminase 4; Q9UM07; recombinant PAD4, RCA probe fluorescence polarization; inhibition, % at 6.36 µM; 330,000 tested, 0.41% active; AID 485272;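 active = percent inhibition above a cutoff equal to the mean of all tested compounds plus 3 SD, cut at about 15% in these data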;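 note: 0% = PAD4 with RCA probe and DMSO and 100% = probe without PAD4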
PAFAH1B3 FP inh: blocks human PAF acetylhydrolase 1B catalytic subunit 3. Q15102. recombinant PAFAH1B3, FP-rhodamine probe, fluorescence polarization. inhibition, % at 3.39 µM. 340,000 tested, 0.28% active. AID 492972;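 active = inhibition above the screen-wide average of all tested compounds plus 3 SD, cut at about 25% in these data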;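 note: 0% = enzyme with DMSO only and 100% = wells lacking PAFAH1B3 protein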
LYPLA1 counter: counter-screen for PME1 inhibitors: inhibitors of human LYPLA1. recombinant LYPLA1, FP-Rh probe fluorescence polarization. O75608. 320,000 tested, 0.16% active. inhibition, % at 5.9 µM;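 active = inhibition above the mean of all tested compounds plus 3 SD, set per campaign, cut at about 14% in these data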;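 note: inhibitors block serine hydrolase probe labeling of LYPLA1 so polarization falls; 0% = enzyme with DMSO and 100% = wells lacking LYPLA1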
Target sequence (O75608 whole entry, looked up): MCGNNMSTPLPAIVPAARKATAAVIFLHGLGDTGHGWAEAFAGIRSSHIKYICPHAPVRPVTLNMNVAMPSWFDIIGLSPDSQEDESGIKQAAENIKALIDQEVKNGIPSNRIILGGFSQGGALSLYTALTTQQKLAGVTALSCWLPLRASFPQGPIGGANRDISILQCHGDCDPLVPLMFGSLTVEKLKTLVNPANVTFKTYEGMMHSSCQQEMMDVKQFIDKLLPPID
PME-1 inh: blocks human protein phosphatase methylesterase 1 | recombinant PME-1, FP-Rh probe fluorescence polarization | Q9Y570 | inhibition, % at 5.9 µM | 320,000 tested, 0.53% active | AID 2130;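 active = inhibition above the campaign mean of all compounds plus 3 SD, cut at about 26% in these data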;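 note: competitive labeling of PME-1 active site by serine hydrolase directed probe; 0% = PME-1 with DMSO and 100% = wells lacking PME-1 enzyme; inhibitors block probe labeling so polarization falls and inhibition rises; many of its hits are not listed in these tables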
An asterisk follows results filed as active; nt = no result given. Not all compounds are listed. The share of hits here may be higher or lower than overall.

Value order – PAFAH2 FP inh | GSTO1 inh | pPAFAH inh | PAFAH1B2 FP inh | LYPLA2 inh | PAD4 FP inh | PAFAH1B3 FP inh | LYPLA1 counter | PME-1 inh
(1) Cc1cccc(OCCn2c(=O)sc3ccccc32)c1
→ 4 | 0 | 7 | 4 | 1 | 3 | 3 | -1 | 1
(2) NS(=O)(=O)c1cc(C(=O)O)cc(N2CCCC2)c1Oc1ccccc1
→ -2 | 6 | 0 | 29* | -1 | -7 | -2 | 2 | -3
(3) CCOc1ccc(-c2cn(-c3ccccc3OC)c(=S)[nH]2)cc1
→ -10 | 12 | 4 | -3 | 4 | -1 | 4 | 1 | -9
(4) COc1ccccc1NS(=O)(=O)c1cccc(N2CC(O)=C(c3ccccc3)C2=N)c1
→ 13 | 13 | -2 | 3 | 3 | -2 | 3 | 1 | 15
(5) Cc1cc(C(=O)OCC(=O)NC(C)c2ccccc2)c(C)o1 (configuration not stated)
→ 32* | 1 | 3 | 3 | 2 | -1 | 6 | 1 | 5
(6) CCCc1cc(=O)oc2cc(OCc3ccc(C(=O)O)o3)ccc12
→ -2 | -14 | 3 | -1 | -3 | 6 | 6 | -2 | 2
(7) CCOC(=O)C1CCN(C(=O)c2cc(S(=O)(=O)N3CCCCC3)ccc2C)CC1
→ -8 | 8 | 2 | 0 | 5 | 3 | 3 | -4 | 8
(8) Cc1ccccc1CN1CCN(Cc2cc(=O)c3ccccc3[nH]2)CC1CCO (configuration not stated)
→ 4 | 9 | 3 | -1 | 0 | -1 | 10 | -2 | 2
(9) O=C(NNC(=S)NC(=O)c1ccc(F)cc1)c1cccnc1
→ -1 | 7 | -1 | 5 | -4 | 2 | 5 | 1 | 5
(10) Cc1cccc(C(C)C)c1NC(=O)c1ccc(COc2ccc3c(C)cc(=O)oc3c2)cc1
→ -12 | -2 | 4 | -8 | 3 | -5 | -18 | -3 | -15
(11) Cc1ccc(-n2nc3c(c2NC(=O)c2ccco2)CS(=O)(=O)C3)c(C)c1
→ 6 | -2 | 5 | 0 | -3 | 0 | 5 | -2 | 3
(12) COc1ccc(C2C(Oc3ccccc3)C(=O)N2c2cc(C)ccc2C)cc1OC (configuration not stated)
→ -4 | 6 | 2 | 2 | 1 | -2 | 1 | -1 | 16
(13) CC(=O)c1sc(NC(=O)C2CC(=O)N(Cc3ccccc3)C2)nc1-c1ccccc1 (configuration not stated)
→ 4 | -2 | 2 | 5 | 4 | 2 | 1 | -2 | 1
(14) COc1ccc(S(=O)(=O)N(CC(=O)N2CCOCC2)Cc2ccccc2)cc1
→ 1 | 4 | -5 | 4 | 5 | 1 | 4 | -3 | 0
(15) COc1cc(C2CC(=O)Oc3c(C(CCN4CCOCC4)c4ccc(N(C)C)cc4)c(OC)cc(OC)c32)cc(OC)c1OC (configuration not stated)
→ 4 | 2 | 7 | 2 | -2 | -6 | 4 | 0 | 3
(16) COc1ccc(S(=O)(=O)N2CCC(C(=O)N[C@@H](C)C(=O)NCc3ccc(F)cc3)CC2)cc1
→ -1 | 4 | 2 | 8 | -1 | -1 | 8 | -2 | 4
(17) COc1ccccc1N1CCN(CCN2C(=O)CC3(CCCC3)CC2=O)CC1
→ -2 | 4 | -3 | -5 | 3 | -7 | 9 | -1 | -1
(18) Nn1c(COc2ccc(Cl)cc2)nc2ccccc2c1=O
→ 1 | -3 | 0 | 6 | -5 | 3 | 14 | -2 | 0
(19) COc1cc(OC)cc(-c2sc3ccc(OC)cc3c2-c2ccc(O)cc2)c1
→ -6 | nt | -2 | -7 | nt | -1 | -3 | nt | nt
(20) C=CCNC(=O)c1snnc1-c1ccccc1
→ 2 | 2 | -1 | 2 | 10 | 0 | 4 | 2 | 3
(21) CCCCOc1ccc(-c2nc(=S)[nH][nH]2)cc1
→ 4 | 7 | 5 | 5 | 3 | 5 | -3 | 1 | -2
(22) CCOC(=O)C1=C(c2ccccc2)N(C)C(=O)NC1c1ccc(O)c(OC)c1 (configuration not stated)
→ 0 | -2 | 9 | 7 | -4 | 3 | 12 | -1 | -3
(23) Cc1nn(CC(=O)NCc2ccccc2)c(C)c1[N+](=O)[O-]
→ 8 | 7 | -1 | -3 | -4 | -2 | 5 | 1 | 2
(24) CC1CCN(S(=O)(=O)c2ccc(S(=O)(=O)N3CCC4(CC3)OCCO4)cc2)CC1
→ -2 | 3 | 1 | 3 | 1 | -4 | 6 | 2 | 4
(25) COc1ccc(C(C(=O)NC2CCCCC2)N(Cc2cccnc2)C(=O)c2snc(C(N)=O)c2N)cc1 (configuration not stated)
→ -15 | -7 | 2 | 12 | 0 | 1 | 1 | 0 | -4
(26) O=C(CSc1nc2ccsc2c(=O)n1CC1CCC(C(=O)O)CC1)c1ccc(Cl)cc1 (configuration not stated)
→ 6 | 3 | 3 | 16 | 0 | 1 | 27* | -4 | -1
(27) CCn1cc(C(=O)NC(=S)Nc2ccccc2Br)cn1
→ 2 | 2 | 0 | 5 | 3 | 1 | 1 | -1 | 4
(28) CCCNC(=O)c1cc(-c2ccc(Br)cc2)on1
→ -8 | 2 | -4 | 4 | 7 | 2 | 1 | -1 | -5
(29) Cc1ccc(/C=C/C(=O)NCCCn2ccnc2)cc1
→ 6 | 10 | 3 | -1 | 7 | 4 | 4 | 2 | 3
(30) COC(=O)C/C=C/[C@@H](C)[C@@H](/C=N/O[C@H](C)c1cn([C@@H]2COC[C@H]2O)nn1)NS(=O)(=O)c1ccc(C)cc1
→ nt | 12 | 7 | nt | 1 | -1 | nt | -1 | 0
(31) COc1ccc(CNC(=O)COc2ccc(C)nc2[N+](=O)[O-])cc1
→ -1 | 0 | 3 | 4 | 3 | -4 | 0 | -1 | 0
(32) CNc1c([N+](=O)[O-])cnn1-c1ccc(C)cc1
→ 2 | -3 | -4 | -1 | 6 | -1 | 1 | 5 | 2
(33) COc1ccc(OCC(O)CNC(=O)Nc2cc(C)cc(C)c2)cc1 (configuration not stated)
→ 5 | -1 | 5 | 0 | 3 | 0 | 3 | -2 | -1
(34) COc1ccccc1Cn1c(=S)[nH]c2cc(C(=O)N3CCN(C)CC3)ccc2c1=O
→ -4 | 5 | 1 | 0 | -2 | 0 | 8 | -1 | 0
(35) CC(C)c1ccc(CN(C(=O)c2ccco2)C2CCS(=O)(=O)C2)cc1 (configuration not stated)
→ 6 | 1 | 2 | 2 | 1 | 1 | 9 | 3 | 0
(36) OC(CNCCc1ccc(Cl)cc1)COCc1ccco1 (configuration not stated)
→ 8 | -7 | -2 | 8 | 5 | -3 | -11 | -1 | -6
(37) CCOc1ccc2[nH]c(=O)c(C(c3nnnn3Cc3ccco3)N3CCN(C)CC3)cc2c1 (configuration not stated)
→ 10 | -1 | 0 | 4 | 5 | -2 | 1 | 3 | -4
(38) O=C(O)c1ccc(NS(=O)(=O)c2ccc(Cl)c(C(=O)Nc3ccccc3)c2)cc1
→ 3 | 3 | 2 | 4 | -1 | -1 | 3 | -1 | -6
(39) Cc1cc(C)cc(OCC(=O)Nc2ccc3c4c(cccc24)CC3)c1
→ -6 | 0 | 4 | 6 | 6 | -7 | 5 | 2 | 4
(40) CCN(CC)C(=O)CSc1nc2ccccc2c(=O)n1CC1CCCCC1
→ -4 | -11 | -1 | 3 | 1 | 1 | 2 | -1 | -4
(41) CCN1C(=O)N(S(=O)(=O)c2ccc(C)cc2)[C@@H](c2ccccc2)C(C(=O)OC)=C1C
→ -3 | 1 | 4 | 7 | 9 | 0 | 3 | 2 | 2
(42) CCOC(=O)C1CCN(S(=O)(=O)c2ccc(NC(=O)c3ccco3)cc2)CC1
→ 4 | 3 | 0 | 4 | 6 | 0 | 0 | 1 | -3
(43) CCN(CC(=O)NC1CCS(=O)(=O)C1)S(=O)(=O)c1ccc2ccccc2c1 (configuration not stated)
→ -10 | 2 | 0 | 3 | 5 | 8 | 4 | 1 | 0
(44) Cc1cccc(C(C(=O)NC2CCCCC2)N(C(=O)c2csnn2)C2CC2)c1 (configuration not stated)
→ 4 | 12 | -1 | 2 | 7 | 3 | 5 | 7 | 2
(45) COc1ccc(C2OC(=O)CC2C(=O)NCc2ccc(Cl)cc2)cc1OC (configuration not stated)
→ 0 | 11 | 0 | 1 | 7 | -2 | 2 | 1 | -1
(46) Cc1ccccc1S(=O)(=O)Cc1ccc(C(=O)N2CCN(C3CCCCC3)CC2)o1
→ -2 | 5 | 1 | -1 | 1 | -1 | 4 | 0 | 0
(47) CCCC(=O)Nc1nc2ccc3nc(C)sc3c2s1
→ 4 | 2 | -3 | -2 | -4 | -4 | 8 | -4 | 2
(48) FC(F)(F)C(Oc1nc(Nc2ccc(Cl)cc2)nc(N2CCOCC2)n1)C(F)(F)F
→ -14 | -5 | 1 | 2 | -4 | 2 | 9 | -2 | -8
(49) CCOc1ccc(/C(O)=C2/C(=O)C(=O)N(c3nc(C)c(C)s3)C2c2ccco2)cc1 (configuration not stated)
→ 7 | -2 | 9 | 1 | 5 | -6 | 2 | 3 | 3
(50) CCOC(=O)C1=C(CSc2nc(C)cc(C)c2C#N)OC(N)=C(C#N)C1c1cccs1 (configuration not stated)
→ nt | 11 | 3 | nt | 2 | 1 | nt | -3 | 4

Gathered by group: those above containing a Cl atom (6)
Value order – PAFAH2 FP inh | GSTO1 inh | pPAFAH inh | PAFAH1B2 FP inh | LYPLA2 inh | PAD4 FP inh | PAFAH1B3 FP inh | LYPLA1 counter | PME-1 inh
(18) Nn1c(COc2ccc(Cl)cc2)nc2ccccc2c1=O
→ 1 | -3 | 0 | 6 | -5 | 3 | 14 | -2 | 0
(26) O=C(CSc1nc2ccsc2c(=O)n1CC1CCC(C(=O)O)CC1)c1ccc(Cl)cc1 (configuration not stated)
→ 6 | 3 | 3 | 16 | 0 | 1 | 27* | -4 | -1
(36) OC(CNCCc1ccc(Cl)cc1)COCc1ccco1 (configuration not stated)
→ 8 | -7 | -2 | 8 | 5 | -3 | -11 | -1 | -6
(38) O=C(O)c1ccc(NS(=O)(=O)c2ccc(Cl)c(C(=O)Nc3ccccc3)c2)cc1
→ 3 | 3 | 2 | 4 | -1 | -1 | 3 | -1 | -6
(45) COc1ccc(C2OC(=O)CC2C(=O)NCc2ccc(Cl)cc2)cc1OC (configuration not stated)
→ 0 | 11 | 0 | 1 | 7 | -2 | 2 | 1 | -1
(48) FC(F)(F)C(Oc1nc(Nc2ccc(Cl)cc2)nc(N2CCOCC2)n1)C(F)(F)F
→ -14 | -5 | 1 | 2 | -4 | 2 | 9 | -2 | -8

From PubChem
